hcGAS lum: human cGAS inhibition | Q8N884 | recombinant h-cGAS, ATP depletion, Kinase-Glo luminescence | inhibition, % at 12.5 µM | 0.081% of 290,000 active | AID 1259398;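 further: 0% = vehicle reaction and 100% = reaction without DNA for no activity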
Target sequence (Q8N884 whole entry, looked up): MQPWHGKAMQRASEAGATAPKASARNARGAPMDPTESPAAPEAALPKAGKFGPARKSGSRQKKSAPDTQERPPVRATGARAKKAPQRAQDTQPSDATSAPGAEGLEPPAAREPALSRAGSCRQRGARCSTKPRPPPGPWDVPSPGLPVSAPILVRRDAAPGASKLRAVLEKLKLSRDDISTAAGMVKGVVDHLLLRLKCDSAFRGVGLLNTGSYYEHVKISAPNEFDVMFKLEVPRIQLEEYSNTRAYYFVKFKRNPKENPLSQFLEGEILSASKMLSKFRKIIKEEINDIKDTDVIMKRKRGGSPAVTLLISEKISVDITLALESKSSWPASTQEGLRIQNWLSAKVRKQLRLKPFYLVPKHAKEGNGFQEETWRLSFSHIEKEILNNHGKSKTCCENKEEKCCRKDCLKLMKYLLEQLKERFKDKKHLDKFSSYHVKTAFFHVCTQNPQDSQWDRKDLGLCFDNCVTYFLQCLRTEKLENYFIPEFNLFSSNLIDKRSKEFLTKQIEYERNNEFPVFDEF
NPYLR7 ag: activates Aedes aegypti NPYLR7 receptor. HEK293T NPYLR7/Galpha15, GCaMP6s calcium fluorescence. activation, % at 10 µM. 0.15% of 270,000 active. AID 1259423; in the data active means activation above about 40%;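 further: 0% = vehicle and 100% = reference agonist at the receptor; some compounds past the cut are filed as inactive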
mcGAS inh: blocks mouse cGAS activity. Q8C6L5. recombinant cGAS, Kinase-Glo ATP depletion luminescence. inhibition, % at 12.5 µM. 0.15% of 160,000 active;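 further: 0% = negative control wells and 100% = reference inhibitor with no enzyme activity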
Numbers without * were called inactive; . = not tested or not shown. Unless noted, no stated cut-off is given here; in the data, active means inhibition above about 40%; inactive means the rest.

no.	smiles	NPYLR7 ag	hcGAS lum	mcGAS inh
1	CCN(Cc1nccn1C)C(=O)c1cc(-c2cnc(C)nc2)nc2cc(F)ccc12	1	-5	-11
2	CC(NCCS(=O)(=O)c1cc(Cl)ccc1Cl)c1ccc(F)c(F)c1 (centres undefined)	5	-7	.
3	c1ccc(-c2ncn(CC3CCCO3)c2-c2cccn2-c2ncccn2)cc1 (centres undefined)	-5	-2	.
4	O=S1(=O)C[C@@H]2NCCN(c3ccnc(N4CCC5(CCCC5)C4)n3)[C@@H]2C1	.	-17	-5
5	CCOc1ccc(-c2cc3c(=O)n(Cc4cccc(C(F)(F)F)c4)ccn3n2)cc1	-1	-4	-7
6	CC(=O)CC1(O)C(=O)N(CCCOc2ccc3ccccc3c2)c2c(C)cccc21 (centres undefined)	8	-1	-4
7	CCN1C(=O)/C(=C\c2cccnc2)SC1=S	4	0	-1
8	O=C1CCCC(O)=C1N=Nc1ccc2c(c1)OCO2	-5	-7	.
9	COc1ccccc1C(c1c(O)cc(C)[nH]c1=O)c1c(O)cc(C)[nH]c1=O	6	-11	-9
10	Cc1n[nH]c(C)c1CNC(=O)c1cccc(NCc2cccs2)c1	5	-4	.
11	CN(Cc1cc(-c2ccncc2)no1)Cc1ccc(Cl)cc1F	-4	-4	0
12	Cc1ccc(N2CC(=O)N=N2)cc1	-1	-10	.
13	c1ccc(NC2CCCN(Cc3ccc4c(c3)CCO4)C2)cc1 (centres undefined)	0	1	.
14	COc1ccc(CCN(Cc2ccc(C)o2)C(=O)CN(C(=O)CCc2ccccc2)C2CCCCC2)cc1OC	12	-6	-5
15	COc1ccc(OC)c(-c2cnc(-c3cccc(CNC(=O)c4ccccc4OC)c3)[nH]2)c1	6	0	-4
16	CN(CCC(N)=O)Cc1ccc(Br)o1	-3	4	.
17	O=C(/C=C/c1cc(F)ccc1F)N1CCCC2(CCc3ccccc32)C1 (centres undefined)	10	0	.
18	Cc1cc(C)cc(NC(=O)CSc2nc(=O)n(Cc3ccco3)c3c2CCC3)c1	-1	-6	-8
19	Cc1ccc(NC(=O)N2CCC(C(NC(=O)c3cccs3)C(=O)N3CCCC3)CC2)cc1 (centres undefined)	3	-2	-5
20	CC1(C)C2CCC1(C)C(NC(=O)COc1ccccc1Cl)C2 (centres undefined)	10	-18	.
21	Cc1noc(C)c1C(=O)N1CCn2nc(C(=O)N3CCN(C)CC3)cc2C1	-1	1	-12
22	CC(C)n1nnnc1SCC(=O)Nc1sc2c(c1C(N)=O)CCCC2	4	-6	-17
23	COC(=O)c1ccc(Cn2c(C)c(C(=O)N(C)Cc3ccc(F)cc3)sc2=O)o1	1	-2	.
24	COc1cc(NC(=O)N(C)CC2CC2)c(C(=O)N2CCCCC2)cc1OC	15	-7	-17
25	Cc1ccc(NC(=O)CSc2ncc(S(=O)(=O)c3ccc(C)c(Cl)c3)c(=O)[nH]2)cc1F	21	-7	-5
26	Cc1cc(C)n(C(C)C(=O)NCc2ccc(N(C)C)c(C)c2)n1 (centres undefined)	4	-17	.
27	COc1ccc(/C=C2\Oc3c4c(cc(C)c3C2=O)OCN(C2CC2)C4)cc1OC	1	-6	-8
28	O=S(=O)(NCCc1noc(-c2ccccc2)n1)NCc1ccccc1	2	-3	-15
29	O=C(CCC1CCN(C(=O)C2CCCO2)CC1)N1CCC(Cc2ccccc2)CC1 (centres undefined)	8	-5	.
30	Oc1c(Cl)cc(Cl)cc1CN1CCCn2cncc2C1	19	-4	-8
31	O=C(CSc1nc2c(cnn2CCO)c(=O)[nH]1)Nc1nccs1	4	-8	.
32	Cc1cc(C)n(C(C)C(=O)N2CCc3c(ncnc3N3CCOCC3)C2)n1 (centres undefined)	.	-6	-13
33	O=c1[nH]nc(Cc2cccnc2)n1Cc1cccs1	-4	0	.
34	CCOc1ccc(C2C(C(=O)c3ccc(C)o3)=C(O)C(=O)N2CCN2CCOCC2)cc1 (centres undefined)	-1	-1	0
35	Cc1ccc(Cc2nsc(N3CCCN(C(=O)Nc4cccc5ccccc45)CC3)n2)cc1	16	-6	-5
36	COc1ccc(NC(=O)CCC(=O)N2CCc3ccccc3C2)cn1	-4	-4	-4
37	CCOC(=O)C1CCCN(/C=C2\Oc3c(ccc(O)c3C)C2=O)C1 (centres undefined)	-11	-8	-10
38	COc1ccc(C(=O)CCCC(=O)Nc2ccc(NC(C)=O)cc2)cc1	9	-9	.
39	Cc1cc(C(=O)N2CCN(C(c3ccccc3)c3ccc(Cl)cc3)CC2)n(C)n1 (centres undefined)	-6	-3	-6
40	COC(=O)CCCCC(=O)N1CCN(CC(OCc2ccc(C(=O)OC)cc2)c2cccc(OC)c2)CC1 (centres undefined)	.	-2	-5
41	Fc1ccc(-c2ccc(Cn3ccnc3)cn2)c(Cl)c1	1	-3	-12
42	COc1ccccc1N1CCN([C@H]2CN(C(=O)c3ccncc3)C[C@@H]2O)CC1	8	-11	.
43	CN(C)CCNC(CC(=O)Nc1ccccc1)C(=O)O (centres undefined)	3	-7	-9
44	CCC(Sc1nnc(CC(=O)Nc2ccccc2OC)n1C)C(=O)NC1CCCC1 (centres undefined)	0	-4	.
45	Cc1ccc(S(=O)(=O)NCCC(=O)C(C#N)c2ccccn2)cc1 (centres undefined)	4	-1	-3
46	CCS(=O)(=O)NC1CCCN(C(C)c2ccc3ccccc3c2)C1 (centres undefined)	9	-14	-6
47	CCCc1sc(C(N)=O)cc1CC	16	-4	-14
48	O=C(c1ccc(Cl)cc1Cl)N1CCCN(c2cc(Oc3ccc(F)c(Cl)c3)ncn2)CC1	-9	-2	-7
49	CCOc1cccc(NC(=O)C2CC(=O)N(C)C(=Nc3ccc(C)c(C)c3)S2)c1 (centres undefined)	3	0	.
50	COc1ccc(-c2nc3ccc(Br)cc3c(=O)o2)c(OC)c1	6	-3	-6

Next records follow.
no.	smiles	NPYLR7 ag	hcGAS lum	mcGAS inh
51	Cc1c(C(=O)NCCCN2CCCCC2C)cnc2c(-c3cccs3)cnn12 (centres undefined)	22	-1	-6
52	COc1ccccc1C(NC(=O)C1CCN(CCc2ccc(F)cc2)CC1)c1ccccn1 (centres undefined)	-10	2	0
53	CCN(C(=O)CSc1nc(C)nc2sc(C)c(C)c12)C1CCS(=O)(=O)C1 (centres undefined)	-2	-4	.
54	COc1cccc(COC(CN2CCN(C(=O)Nc3ccccc3C)CC2)c2ccc(Cl)cc2)c1 (centres undefined)	.	-3	3
55	C=CCNC(=S)N1CCc2cc(OC)c(OC)cc2C1CNC(=S)NC(C)C (centres undefined)	.	-1	3
56	CC1(C(=O)NCc2cccs2)CCN1Cc1ccc2c(c1)OCCO2 (centres undefined)	8	-11	.
57	COc1ccc(CC(=O)Nc2ccc(Nc3ccc(-n4nc(C)cc4C)nn3)cc2)cc1	-2	-5	-8
58	COCCn1c(C(=O)Nc2cc(Cl)ccc2OC)cc2c(=O)n(C)c(=O)n(C)c21	1	-9	-12
59	COC(=O)C1=C(C)Nc2nc(SCC(C)C)[nH]c(=O)c2C1c1sccc1C (centres undefined)	3	-5	.
60	Cc1cccc(OC(F)F)c1NC(=O)C1(C)CCN1C(=O)CCc1ccccc1 (centres undefined)	8	-9	-5

Exported with two lines to a compound: six of the compounds above
Each structure is followed by: NPYLR7 ag, hcGAS lum, mcGAS inh
(45) Cc1ccc(S(=O)(=O)NCCC(=O)C(C#N)c2ccccn2)cc1 (centres undefined)
  4, -1, -3
(18) Cc1cc(C)cc(NC(=O)CSc2nc(=O)n(Cc3ccco3)c3c2CCC3)c1
  -1, -6, -8
(11) CN(Cc1cc(-c2ccncc2)no1)Cc1ccc(Cl)cc1F
  -4, -4, 0
(2) CC(NCCS(=O)(=O)c1cc(Cl)ccc1Cl)c1ccc(F)c(F)c1 (centres undefined)
  5, -7, .
(38) COc1ccc(C(=O)CCCC(=O)Nc2ccc(NC(C)=O)cc2)cc1
  9, -9, .
(13) c1ccc(NC2CCCN(Cc3ccc4c(c3)CCO4)C2)cc1 (centres undefined)
  0, 1, .

The list goes on:
no.	smiles	NPYLR7 ag	hcGAS lum	mcGAS inh
61	O=C1COc2ccc(NC(=O)c3cc(C4CC4)n(C4CCS(=O)(=O)C4)n3)cc2N1 (centres undefined)	1	-3	-6
62	CC(C)CCc1nc(N2CCN(C(=O)NC3CCCCC3)CC2)c2cnn(-c3cccc(Cl)c3)c2n1	.	-3	-5
63	c1cnn(-c2ccc(CNCc3ccc(N4CCOCC4)cc3)cn2)c1	-2	-4	.
64	COc1ccc2[nH]c3c(c2c1)CCN(C(=O)/C=C/c1ccc(OC)c(OC)c1Cl)C3C(C)Cc1ccc2c(c1)OCO2 (centres undefined)	4	-9	-6
65	COC(=O)c1ccc(OC(=O)C2CCCCC2)c(OC)c1	12	0	.
66	COCCN(CC(=O)N1CCc2sccc2C1COc1ccc(C)cc1)C(=O)c1cccc(Cl)c1 (centres undefined)	-2	-3	-3
67	C1C[C@H]2CC[C@H](NC3CCC4(CCNCC4)CC3)[C@H]2C1	.	-2	-3
68	CCn1ncc(C(=O)NCC(C)Cn2nc(C)cc2C(F)(F)F)c1C (centres undefined)	14	-4	.
69	COC(=O)CCC1(C(=O)OC)CC2(CC2)N=N1 (centres undefined)	-2	-4	.
70	COCCNC(=O)c1csc(COc2ccc(F)cc2)n1	-20	1	-1
71	CCCCn1c(CCC(=O)N2CCC(=O)CC2)nc2c1c(=O)[nH]c(=O)n2CCC	4	-7	.
72	CC1CCCc2sc3nc[nH]c(=O)c3c21 (centres undefined)	2	-4	.
73	O=C(Nn1cnc2c(cnn2-c2ccccc2)c1=O)c1cc([N+](=O)[O-])ccc1Cl	3	-13	.
74	Cc1nn2c3c(nnc2c1-c1ccccc1)C(=O)CCC3	-16	-4	.
75	Cc1cc(C(=O)N/N=C\C=C\c2ccco2)no1	9	-2	.
76	O=C(Cc1ccccc1)N/N=C(\c1ccccc1)C(O)c1ccccc1 (centres undefined)	5	-7	.
77	O=c1c2ccccc2nc2c3ccccc3c(Sc3ccccc3)nn12	-2	-2	.
78	CCN(CC)CCNC(=O)C12CC3CC(CC(C3)C1)C2	9	3	2
79	CC1(C(=O)NS(=O)(=O)c2ccccc2Cl)CCN1C(=O)Cc1ccccc1 (centres undefined)	-1	-9	.
80	CCN(CC)C(=O)C1CC(=O)N(c2cc(OC)c(OC)c(OC)c2)C1 (centres undefined)	6	1	-6

Among those listed so far, two contain bromine.
no.	smiles	NPYLR7 ag	hcGAS lum	mcGAS inh
16	CN(CCC(N)=O)Cc1ccc(Br)o1	-3	4	.
50	COc1ccc(-c2nc3ccc(Br)cc3c(=O)o2)c(OC)c1	6	-3	-6

The listing continues.
no.	smiles	NPYLR7 ag	hcGAS lum	mcGAS inh
81	CC(CCc1ccccc1)NC(=O)C(C1CCCC1)N1CCN(C(=O)Nc2cccc(Cl)c2)CC1 (centres undefined)	-2	-1	-4
82	CCc1nc2n(n1)C(=O)C(C(c1ccc(C)cc1)N1CCC(O)CC1)S2 (centres undefined)	-1	-5	-7
83	O=C(NCC1CCCN(Cc2ccco2)C1)C(=O)N1CCCCCC1 (centres undefined)	18	-9	-11
84	Cc1cc(NC(=O)CNC(c2ccc(F)cc2)C(C)C)n(-c2ccc(F)cc2)n1 (centres undefined)	-1	5	-3
